Assay outcomes deposited in PubChem BioAssay by National Center for Advancing Translational Sciences (NCATS).
KDM5B inhibitor = blocks human KDM5B histone demethylase activity; Q9UGL1; KDM5B demethylase, FDH-coupled NADH fluorescence (FDH is formaldehyde dehydrogenase); Potency, µM (titrated, usually from 57.7 µM), for inactives: top-dose activity change, negative = inhibition, hits mostly inhibitors; 2.6% of 220,000 active; AID 1347165; active = well fitted inhibition curve with a large enough effect; inconclusive = small, poorly fitted or top-dose-only effect; inactive = no such curve, though single readings can be large or run the other way; note: 0% is about no effect; nearly all actives have a fitted effect of over 70% in size
Target sequence (Q9UGL1 whole entry, looked up): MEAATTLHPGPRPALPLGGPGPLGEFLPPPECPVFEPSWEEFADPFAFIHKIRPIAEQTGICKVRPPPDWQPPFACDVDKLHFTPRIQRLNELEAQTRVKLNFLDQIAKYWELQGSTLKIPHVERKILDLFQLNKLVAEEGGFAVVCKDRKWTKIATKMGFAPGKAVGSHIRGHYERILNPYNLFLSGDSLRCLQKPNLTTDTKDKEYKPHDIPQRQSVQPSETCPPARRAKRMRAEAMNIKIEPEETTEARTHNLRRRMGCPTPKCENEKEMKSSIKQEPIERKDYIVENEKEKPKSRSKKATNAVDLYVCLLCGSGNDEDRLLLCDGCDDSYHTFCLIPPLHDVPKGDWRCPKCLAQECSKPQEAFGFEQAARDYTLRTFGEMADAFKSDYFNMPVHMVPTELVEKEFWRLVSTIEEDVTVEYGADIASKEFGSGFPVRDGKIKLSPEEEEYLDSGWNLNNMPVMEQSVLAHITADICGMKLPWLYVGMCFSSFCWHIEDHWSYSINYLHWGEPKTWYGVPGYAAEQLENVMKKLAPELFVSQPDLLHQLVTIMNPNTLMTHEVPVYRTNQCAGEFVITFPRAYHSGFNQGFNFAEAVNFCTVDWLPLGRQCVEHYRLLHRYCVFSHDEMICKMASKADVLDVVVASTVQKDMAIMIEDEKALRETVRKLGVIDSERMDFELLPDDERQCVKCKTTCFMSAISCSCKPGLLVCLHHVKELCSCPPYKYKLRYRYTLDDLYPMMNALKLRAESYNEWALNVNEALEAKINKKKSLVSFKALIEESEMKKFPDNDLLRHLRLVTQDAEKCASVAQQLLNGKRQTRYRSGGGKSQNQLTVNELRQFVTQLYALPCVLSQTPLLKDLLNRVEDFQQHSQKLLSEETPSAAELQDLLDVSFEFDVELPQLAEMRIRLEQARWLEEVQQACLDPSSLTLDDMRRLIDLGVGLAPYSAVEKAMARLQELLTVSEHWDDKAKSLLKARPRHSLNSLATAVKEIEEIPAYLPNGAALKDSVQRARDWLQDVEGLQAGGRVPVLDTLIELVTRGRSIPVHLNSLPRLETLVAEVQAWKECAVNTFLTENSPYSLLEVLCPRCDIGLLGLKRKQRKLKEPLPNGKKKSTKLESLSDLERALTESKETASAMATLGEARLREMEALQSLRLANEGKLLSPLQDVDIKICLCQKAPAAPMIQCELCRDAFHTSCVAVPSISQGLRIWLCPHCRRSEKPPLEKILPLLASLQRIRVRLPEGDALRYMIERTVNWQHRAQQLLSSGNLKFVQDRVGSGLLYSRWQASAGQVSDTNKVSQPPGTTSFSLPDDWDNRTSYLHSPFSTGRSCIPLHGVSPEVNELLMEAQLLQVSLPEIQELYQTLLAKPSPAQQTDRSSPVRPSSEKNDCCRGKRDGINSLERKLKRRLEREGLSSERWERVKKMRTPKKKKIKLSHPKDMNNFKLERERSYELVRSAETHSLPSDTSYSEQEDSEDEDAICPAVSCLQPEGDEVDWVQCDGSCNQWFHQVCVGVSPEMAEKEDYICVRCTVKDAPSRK
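Here, H3K4me3 peptide (12.5 µM in substrate mix) is demethylated by KDM5BΔAP, 200 nM final, after 10 min compound exposure. Formaldehyde product is coupled through FDH (0.25 U/mL in mix) to NADH fluorescence; 30-min ΔRFU feeds dose-response curves.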
Active calls of the source: *; ? = inconclusive; & = joins results of further samples; [ ] = another dose, or the depositor's remark. Potency is the fitted concentration of half-maximal effect.

SMILES	KDM5B inhibitor
COc1ccc(OC)c(C(=O)Oc2ccc(C#N)cc2)c1	4.7%
Cc1ncoc1C(=O)N1CCC[C@H](n2c(=O)n(C)c3cccnc32)C1	-3.5%
Cc1noc(-c2cn(C3CCCN(C(=O)c4cccc(Br)c4)C3)nn2)n1 (configuration not stated)	16.7%
CCN1CC(C(=O)N2CCC3(CC2)C(=O)N(C)c2ccccc23)CCC1=O (configuration not stated)	-10.2%
O=C(Nc1cc(-c2ccc(Cl)cc2)no1)c1ccc(F)cc1	-12.9%
CCc1ccccc1NC(=O)CN1C=C(C(=O)OC)C(C)=NS1(=O)=O	13.2%
O=C(c1cccc(Cl)c1)N1CCc2nc(C3CC3)nc(-c3ccc(Cl)cc3)c2C1	-13.9%
Cc1cnc(C(=O)N[C@@H]2CCC[C@@H]2C(=O)NCCCN2CCOCC2)cn1	11.1%
CSCc1ccc(C(=O)N2CCN(C(c3ccc(F)cc3)c3ccc(F)cc3)CC2)o1	-14.6%
O=C(c1ccccc1)N1CCC2(C1)C(=O)Nc1ccccc12 (configuration not stated)	36.9%[activator][149 µM]
O=C(COc1ccc(Cl)cc1)NNC(=O)c1ccncc1	-6.8%
Cc1nc(NC(=O)Cc2c(C)nn(C)c2C)sc1-c1ccccc1	1.7%
O/N=C1\CCCc2ccc3ccccc3c21	?
CN(C)C(=O)c1n[nH]c2c1CN(C(=O)c1cc(F)cc(F)c1)CC2	-9.0%
COc1ccc(OC)c(S(=O)(=O)n2cc(C)nc2-c2ccccc2)c1	19.7%
Cn1c(SCc2nc3ccccc3o2)nnc1-c1ccc(Cl)cc1	-4.2%
Cc1ccc(-c2noc([C@@H]3Cc4nc[nH]c4CN3Cc3cccs3)n2)cc1	?
Cc1ccc(C(=O)NC(Nc2ccccc2Cl)C(=O)c2ccccc2)cc1 (configuration not stated)	-21.8%
COc1cc(OC)cc(-c2nnc(Cc3c(F)cccc3Cl)o2)c1	-9.4%
O=C(OC/C=C/c1ccccc1)C(c1ccccc1)c1ccccc1	12.6%
O=C(O)c1ccc2oc3ccccc3c2c1	19.8%
CCCCN(C)c1ccc(C(=O)O)cc1NS(=O)(=O)c1ccc(Br)s1	22.9%
Cc1ccc(C(=O)NNC(=O)c2cccc(N(C)C)c2)cc1F	2.7%
Cc1nc2ccn(Cc3cccnc3)c(=O)c2cc1C(=O)N1CCN(c2ccccc2)CC1	-23.5%
CCOC(=O)c1ccc(CN(Cc2ccc(F)cc2)S(=O)(=O)c2ccc(F)c(C(=O)Nc3ccc(Cl)cc3F)c2)cc1	-21.5%
C=CCOC(=O)N(C)Cc1cn([C@@H]2CN[C@H](C(=O)NC)C2)nn1	-18.3%
CN(C1CCc2ccccc2C1)[S+](=O)([O-])c1cccs1 (configuration not stated)	16.7%[86.2 µM]
Cc1oc(-c2ccccc2)nc1COc1cc(Cl)ccc1Cl	28.4%
O=C1NCc2ccccc2CC12CCCN2Cc1ccc(F)cc1F (configuration not stated)	27.1%[149 µM]
CCOC(=O)CN(Cc1ccccc1)C(C(=O)NC1CCCCC1)c1ccc(C)cc1 (configuration not stated)	-17.3%
COc1cc(Cl)ccc1C(=O)N1CC(F)(F)C[C@H]1c1nnc(C)o1	4.2%
N#CCOc1nc(-c2ccco2)c2c(c1C#N)CCC2	?
Cc1cccc(N2CC(C(=O)Nc3cc(Cl)ccc3-n3cncn3)CC2=O)c1C (configuration not stated)	9.5%
NS(=O)(=O)c1ccc(CCNC(=O)c2cnccn2)cc1	30.9%
COc1ccc(C(=O)N[C@@H]2CCC[C@@H]2C(=O)NC(C)C)cc1	-1.5%
COc1ccc(Oc2coc3cc(OCc4ccc(C)cc4)ccc3c2=O)cc1	-1.6%
O=C1c2c(nc(COc3cc(F)cc(F)c3)n2Cc2ccccc2)NCCN1CC1CCOCC1	-6.3%
O=[N+]([O-])c1ccc(O)c(C2=NNC(c3ccccc3F)C2)c1 (configuration not stated)	?
COc1ccc(OC)c2nc(-c3cccc(Cl)c3)c(CN3CCC(O)CC3)cc12	?
O=C(CSc1nc2ccccc2nc1Cc1ccccc1)NCc1ccccc1Cl	-2.7%
Cc1ccc(-c2n[nH]c(=O)c3ccccc23)cc1S(=O)(=O)N1CCOCC1	5.0%
O=[N+]([O-])c1ccc(OCc2cc(Cl)c3c(c2)OCCO3)cc1	-10.2%
O=[S+]1([O-])CCCN1C1CCN([S+](=O)([O-])c2ccc(C(F)(F)F)cc2)CC1	23.5%[115 µM]
O=C(CCc1ccc2c(c1)OCO2)N1Cc2ccccc2C(O)C1 (configuration not stated)	-11.3%
Cn1cc(CC(=O)N2CCCc3ncc(C(N)=O)cc32)c2ccccc21	-8.8%[86.2 µM]
Cc1ccc(-n2c(C3CCN(C(=O)c4cccc(F)c4)CC3)n[nH]c2=O)cc1	-3.0%
Cn1c(SCC(=O)c2ccc3c(c2)OCCCO3)nnc1-c1ccc(F)cc1	-5.7%
NC(=O)c1ccc(NC(=O)CC23CC4CC(CC(Br)(C4)C2)C3)cc1	-9.8%
COc1cc(OC)c(NC(=O)Nc2ccccc2OCc2cc(=O)n3cc(C)ccc3n2)cc1Cl	-18.2%
COc1ccc2[nH]cc(CCNC(=O)C3Cn4cccc4C(=O)N3Cc3cccnc3)c2c1 (configuration not stated)	-21.0%

Look-ups from the list:
Under KDM5B inhibitor, CSCc1ccc(C(=O)N2CCN(C(c3ccc(F)cc3)c3ccc(F)cc3)CC2)o1 is entered as -14.6%
Under KDM5B inhibitor, Cc1noc(-c2cn(C3CCCN(C(=O)c4cccc(Br)c4)C3)nn2)n1 (configuration not stated) is entered as 16.7%

Later entries
SMILES	KDM5B inhibitor
Cc1cnc(NC(=O)C23CC4CC(CC(C4)C2)C3)s1	-1.9%
C[S+](=O)([O-])N1CCCCC1c1nnc2n1CCNC2 (configuration not stated)	-13.7%[149 µM]
C/C(=N/Nc1cccc([N+](=O)[O-])c1)c1ccc(Br)cc1	4.7%
COCCOCc1nc(C2CCN(C(=O)c3[nH]nc4c3CCc3cc(OC)ccc3-4)CC2)no1	-18.9%
COc1cccc(NC(=O)CN(C)C(=O)CNC(=O)c2ccc3c(c2)OCO3)c1	9.7%
CCc1nc(CN(C)C(C)c2ccc(S(N)(=O)=O)cc2)cs1 (configuration not stated)	-2.0%
CC(C)=CC(=O)CC1(C#N)C(N)=C(C=O)CC1(C#N)C#N (configuration not stated)	?
CCN(CC)C(=O)CN1C(=O)NC2(CCC(C(C)(C)C)CC2)C1=O (configuration not stated)	14.1%
CCCC(=O)Nc1ccc(-c2csc(NNC(C)=O)n2)cc1	0.1%
COc1ccc(-c2nc(CSC(C)C(=O)Nc3cc(C)ccc3C)co2)cc1 (configuration not stated)	18.5%

Four records picked at random from those above, as already listed:
SMILES	KDM5B inhibitor
C[S+](=O)([O-])N1CCCCC1c1nnc2n1CCNC2 (configuration not stated)	-13.7%[149 µM]
Cc1cnc(NC(=O)C23CC4CC(CC(C4)C2)C3)s1	-1.9%
COCCOCc1nc(C2CCN(C(=O)c3[nH]nc4c3CCc3cc(OC)ccc3-4)CC2)no1	-18.9%
CCN(CC)C(=O)CN1C(=O)NC2(CCC(C(C)(C)C)CC2)C1=O (configuration not stated)	14.1%

Sorted by number of heavy atoms (lowest first): 3 of the compounds above
SMILES	KDM5B inhibitor
Cc1cnc(NC(=O)C23CC4CC(CC(C4)C2)C3)s1	-1.9%
CCc1nc(CN(C)C(C)c2ccc(S(N)(=O)=O)cc2)cs1 (configuration not stated)	-2.0%
CCN(CC)C(=O)CN1C(=O)NC2(CCC(C(C)(C)C)CC2)C1=O (configuration not stated)	14.1%

Following part.
SMILES	KDM5B inhibitor
CNC(=S)NC(C)C1CC2CCC1C2 (configuration not stated)	22.2%
NC(=O)c1ccccc1NC(=O)c1ccc(-c2ccc(Br)cc2)o1	?
COc1ccc(-c2ncc3c(n2)OCCN(Cc2ccccc2)C3=O)cn1	28.2µM*
CC(NC(=O)c1cc2ccccc2oc1=O)C(=O)NCc1ccccc1 (configuration not stated)	?
O=C(c1ccsc1)N1CCC(Oc2ccccc2)C1 (configuration not stated)	7.1%
Cc1noc(C)c1-c1cc2c(c(-c3cccnc3)c1)C(=O)N(C)C2	-9.8%[86.2 µM]
Cc1ccc(S(=O)(=O)C2(C(=O)Nc3ccc(Cl)c(C(F)(F)F)c3)CC2)cc1	-24.5%
CC(Nc1nc(-c2ccncc2)nc2ccccc12)c1ccc2c(c1)OCO2 (configuration not stated)	2.8%
O=C(CSc1cnc2ccccc2n1)c1ccc2c(c1)OCCO2	13.1%
CCc1ccc(NC(=O)CCC2CCCCC2)cc1	6.7%
O=C(O)c1ccc2oc(=O)n(Cc3ccccc3)c2c1	-11.8%
Cc1cc(C)cc(NC(=O)N2CCN(Cc3ccc4c(c3)OCO4)CC2)c1	9.0%
Fc1ccc(-c2cnc([C@@H]3COCCN3Cc3ccncc3)[nH]2)cc1	-24.0%[86.2 µM]
CC(C)(C)C(=O)Nc1ccc2oc(-c3cccnc3)nc2c1	-59.5%
CCN(CC)C(=O)CSc1nc2ccsc2c(=O)n1-c1cc(F)cc(F)c1	5.3%
Cc1cc(C)c(NC(=O)c2cc(C)nc3c2c(C)nn3-c2cccc(F)c2)c(C)c1	-8.3%
COc1ccc(NC(=O)c2nn(C)c3c2CSc2ccc(C)cc2-3)cc1OC	?
COc1cc2c(c(OC)c1OC)-c1ccc(OC)c(=O)cc1C(NC(C)=O)CC2 (configuration not stated)	-2.6%&-7.0%
Cn1nnnc1SCCCNCc1cccc(OCc2ccccc2F)c1	?
CCn1cc(CN2CCCCCCNC(=O)[C@@H]3CCC[C@@H]32)c(C)n1	?
CCNC(=O)c1n[nH]c2c1CN(C(=O)c1cc(F)cc(F)c1)CC2	-9.7%
NC(=O)C1CC(O)CN1 (configuration not stated)	10.6%
CCC1(CC)NC(=O)N(CC(=O)c2cn(CCC#N)c3ccccc23)C1=O	12.9%
CC(=O)c1c(C)[nH]c(C(=O)C(C)n2cnc3c2c(=O)n(C)c(=O)n3C)c1C (configuration not stated)	7.2%
Fc1ccc(-c2cnc(/C(Cl)=C\c3ccc(OC(F)F)cc3)o2)cc1	-3.0%
O=C(NCCN1CCCCC1)c1cc2c(s1)CCN(C(=O)c1ccc(Cl)cc1)C2	1.8%
COc1cc(NC(=O)CC(C)n2nc(C)cc2C)cc(OC)c1 (configuration not stated)	3.7%
CC(NC(=O)C1CCN(S(=O)(=O)c2cccc(OC(F)(F)F)c2)CC1)c1cccnc1 (configuration not stated)	14.0%
NS(=O)(=O)c1ccc(NC(=O)CN2CCc3ccccc32)cc1	1.1%
Cc1cccc(CN2CCN(CC(=O)Nc3c(C)cccc3C)S2(=O)=O)c1	-25.4%
O=C(NCC(O)COc1cccc(C(F)(F)F)c1)C1CCCCC1 (configuration not stated)	10.6%
c1ccc(Nc2nc(NC3CCCC3)nc3c2cnn3-c2ccccc2)cc1	-8.3%
CC[C@H]1CN(C(=O)Nc2cccc(C(F)(F)F)c2)CC[C@H]1CC(=O)NCCSC	8.8%[86.2 µM]
CCOC(=O)C(CC(C(=O)OCC)C(=O)OCC)C(=O)OCC	10.2%
CC(CC#N)N1CCN(c2ncccn2)CC1 (configuration not stated)	20.1%
O=C(Nc1cccc2[nH]ccc12)C(=O)NC1CCCCC1	16.2%
COc1ccc(CCNC(=O)Cn2nnc(-c3cccc(C(F)(F)F)c3)n2)cc1OC	11.9%
CS(=O)(=O)c1ccc2nc(NC(=O)Cc3ccc(Cl)cc3)sc2c1	-8.4%
Cc1cc(N2CCN(S(=O)(=O)c3ccc(Cl)cc3C(F)(F)F)CC2)nc(C(C)C)n1	10.2%
CCOc1ccc(CCNC(=O)c2ccc(=O)[nH]c2)cc1OCC	10.4%
CC(C)N(C(=O)Cn1cc(S(=O)(=O)Cc2ccc(C(F)(F)F)cc2)c2ccccc21)C(C)C	-7.3%
O=C(c1nnn2cc(-c3ccccc3)[nH]c(=O)c12)N1CCCCCC1	?
O=Cc1ccc(-c2cncc(C(=O)O)c2)cc1	100µM*
N#C/C(=C\c1c[nH]c2ccccc12)C(=O)Nc1ccccc1O	12.9%
CC(C)CN(Cc1ccco1)C(=O)CC1C(=O)NCCN1Cc1ccoc1 (configuration not stated)	-9.6%
O=C1CC(c2ccccc2)N(C(=O)CNC(=O)c2ccccn2)CCCCCN1 (configuration not stated)	28.2µM*
Cc1cccc(-n2nnc3c(sc4nc(C)c(C)cc43)c2=O)c1	12.7%
O=C(CNC(=O)c1cccs1)NCC1COc2ccccc2O1 (configuration not stated)	10.3%
CC(C)(C)c1ccc(C(=O)NC(Nc2cccc(Cl)c2)C(Cl)(Cl)Cl)cc1 (configuration not stated)	9.2%
O=C(NC1CCCCC1)c1cc(-c2ccc(O)cc2)on1	10.9%

Additional records
SMILES	KDM5B inhibitor
O=C(N/N=C/C(Cl)=C\c1ccccc1)C1CC1	-8.6%
CCS(=O)(=O)Nc1ccc(C(=O)N2CCN(C(C)=O)CC(O)C2)cc1 (configuration not stated)	-6.7%
Cc1ccc2c(c1)N(C(=O)N1CCC(C(=O)NCc3ccccc3C)CC1)CC(C)O2 (configuration not stated)	2.6%
Cc1cc(N2CCCCCC2)n2nc(-c3ccccc3)nc2n1	12.8%
O=C(NCC(=O)N1CCN(c2ccccc2)CC1)c1ccc(Br)o1	1.6%
Cc1ccc(/C=N/c2sc(C)c(C)c2C#N)cc1	-18.3%
Cc1oc2cc(OS(=O)(=O)c3cccs3)ccc2c(=O)c1-c1ccccc1	11.0%
Cc1ccc2oc(C(=O)N(Cc3sccc3C)C3CCS(=O)(=O)C3)c(C)c2c1 (configuration not stated)	-40.1%
COc1cccc(CN2CCCCC23Cc2ccccc2CNC3=O)n1 (configuration not stated)	4.6%[115 µM]
Cc1ccc(-c2cnc([C@@H]3COCCN3C3CCOCC3)[nH]2)cc1	-12.1%[86.2 µM]
CCc1ccc(NC(=O)COc2ccc(-c3nnc4n3CCCC4)cc2)cc1	-14.1%
C1CC(COCCc2noc(C3CNC3)n2)CCO1	?

The list is partial; the hit share may differ from the screen's.
